RAD54 branch: blocks human RAD54 Holliday junction branch migration. Q92698. FAM/BHQ fluorescence. inhibition, % at 10.4 µM. 0.14% of 360,000 active. AID 602329;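 active means mean normalized replicate activity at least 40 and at least half of replicates scoring 40 or more; inconclusive means only one of the two criteria met; inactive means mean below 40 and under half of replicates reaching 40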;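 further: 0% = median of neutral control wells and 100% = median of positive control wells; inhibitors cause a drop in the FAM fluorescence signal; in these data hits start at about 50%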
Target sequence (Q92698 whole entry, looked up): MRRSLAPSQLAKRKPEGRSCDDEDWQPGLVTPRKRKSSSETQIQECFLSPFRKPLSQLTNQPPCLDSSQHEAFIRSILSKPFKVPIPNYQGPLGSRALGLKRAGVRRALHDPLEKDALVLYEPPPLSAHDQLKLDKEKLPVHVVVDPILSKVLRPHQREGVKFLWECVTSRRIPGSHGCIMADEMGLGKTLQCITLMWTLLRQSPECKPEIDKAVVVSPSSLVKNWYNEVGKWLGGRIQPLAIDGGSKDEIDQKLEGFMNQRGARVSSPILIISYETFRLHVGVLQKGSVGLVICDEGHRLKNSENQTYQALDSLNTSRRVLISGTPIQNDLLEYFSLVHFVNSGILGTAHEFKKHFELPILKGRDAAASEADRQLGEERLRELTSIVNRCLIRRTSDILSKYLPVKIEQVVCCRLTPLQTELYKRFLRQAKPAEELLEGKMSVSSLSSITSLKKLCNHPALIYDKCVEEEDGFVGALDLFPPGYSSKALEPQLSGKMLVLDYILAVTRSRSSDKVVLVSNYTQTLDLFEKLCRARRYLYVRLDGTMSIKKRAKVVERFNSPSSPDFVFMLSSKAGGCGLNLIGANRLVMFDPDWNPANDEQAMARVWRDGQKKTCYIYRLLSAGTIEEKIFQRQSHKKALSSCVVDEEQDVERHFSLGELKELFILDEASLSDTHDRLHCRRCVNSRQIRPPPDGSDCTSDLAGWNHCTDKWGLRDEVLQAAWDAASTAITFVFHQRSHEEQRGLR
esBAF inh: blocks esBAF chromatin remodeling in mouse ES cells | AID 602393 | Bmi1-luciferase knock-in reporter, 24 h; 100% = twice the neutral-well signal | 2% of 350,000 active | reporter increase, % at 12.5 µM; in the data active means activation above about 40%; inconclusive means no clear call, values can overlap the other calls;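 further: 0% = median of the plate's neutral control wells and 100% = double that signal; a rise in the Bmi1 reporter signal indicates esBAF inhibition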
Active calls of the source: *; ? = inconclusive. The list is partial; the hit share may differ from the screen's.

Preview, 3 compounds:
SMILES	RAD54 branch	esBAF inh
COc1ccccc1NC(=O)C(C)NS(=O)(=O)c1ccc(F)cc1 (centres undefined)	-8	-8
Cc1nc2cc(NC(=O)Nc3ccc(N4CCOCC4)cc3)ccc2n1C	7	0
Cc1c(NC(=O)CCSc2ccc(Cl)cc2)c(=O)n(-c2ccccc2)n1C	-3	-3

This part in full, repeating the preview:
SMILES	RAD54 branch	esBAF inh
COc1ccccc1NC(=O)C(C)NS(=O)(=O)c1ccc(F)cc1 (centres undefined)	-8	-8
Cc1nc2cc(NC(=O)Nc3ccc(N4CCOCC4)cc3)ccc2n1C	7	0
Cc1c(NC(=O)CCSc2ccc(Cl)cc2)c(=O)n(-c2ccccc2)n1C	-3	-3
CC(=O)c1cc2c(=O)c3cc(C)ccc3oc2nc1C	-4	60*
C=CCOC(=O)C1=C(C)N=C2SCCC(=O)N2C1c1cccs1 (centres undefined)	-2	0
O=C1CCc2cc(S(=O)(=O)N3CCN(Cc4ccc5c(c4)OCO5)CC3)ccc2N1	15	0
Cc1sc2ccccc2[n+]1CC(=O)c1ccccc1	-21	9
COc1ccc(N2CCN(CCNC(=O)CCN3C(=O)COc4ccccc43)CC2)cc1	6	-2
CCOC(=O)C1CCN(C(=O)c2ccc(Cl)c(Cl)c2)CC1	-7	-4
COc1cc(CC(=O)NCc2ccccn2)cc(OC)c1OC	-3	-11
CN(Cc1ccccc1)C(=O)CNC(=O)Cn1cnc2ccccc2c1=O	6	-5
C=CCNC(=O)Nc1ccc2oc(C)nc2c1	0	0
O=C1c2ccccc2C(=O)N1OCCOCCOCCBr	-5	-15
O=C(CSc1ncn[nH]1)NCCOc1ccccc1	0	-5
O=C(O)c1ccc(CSc2nc3ccccc3o2)cc1	-1	2
Cn1nc(C(F)(F)F)c(C#N)c1N1CCN(c2ccc(F)cc2)CC1	-6	-12
CCOC(=O)C1CCN(C(=O)c2cc(OCC)c(OCC)c(OCC)c2)CC1	-7	0
CCCCCOC(=O)Cc1c(C)nc(-c2ccccc2)[nH]c1=O	-3	6
CCOc1ccc2c(c1)cc(CN(C(=O)CC)C1CCCCC1)c1nnnn12	6	1
COc1ccc(N2CCN(Cc3cc(=O)oc4cc(-c5ccccc5)c(O)cc34)CC2)cc1	7	-6
COc1ccc(N2CCN(C(=O)c3ccc(S(=O)(=O)N4CCOCC4)cc3)CC2)cc1	-16	3
CC(C)c1ccc(NC2(C#N)C(=O)Nc3ccccc32)cc1 (centres undefined)	-1	1
CCO/C(C)=C1\C(=O)N(CC)c2ccccc21	-10	-9
CCC(C)(C)NC(=O)CN(CC1CCCO1)C(=O)CCC(=O)Nc1nccs1 (centres undefined)	-2	-2
CC(=O)N1C(c2ccccc2)CC(=O)OC1c1ccc2c(c1)OCO2 (centres undefined)	-25	-13

Three structures already listed, arranged by SMILES length, rising.
SMILES	RAD54 branch	esBAF inh
Cc1sc2ccccc2[n+]1CC(=O)c1ccccc1	-21	9
CCOC(=O)C1CCN(C(=O)c2cc(OCC)c(OCC)c(OCC)c2)CC1	-7	0
COc1ccc(N2CCN(Cc3cc(=O)oc4cc(-c5ccccc5)c(O)cc34)CC2)cc1	7	-6

Taken from above.
In esBAF inh, COc1cc(CC(=O)NCc2ccccn2)cc(OC)c1OC is listed with -11
In esBAF inh, CCOC(=O)C1CCN(C(=O)c2ccc(Cl)c(Cl)c2)CC1 is listed with -4
In esBAF inh, CC(=O)c1cc2c(=O)c3cc(C)ccc3oc2nc1C is listed with 60*

Continued.
SMILES	RAD54 branch	esBAF inh
Cc1cccc(NC(=O)CC2SC(=NC3CCCCC3)NC2=O)c1 (centres undefined)	-15	-3
CC(=O)N1CCc2cc(S(=O)(=O)CCC(=O)O)ccc21	-6	-10
CC(NC(=O)CCC1COc2ccccc2O1)c1ccccc1 (centres undefined)	-6	4
COc1ccc2c(c1OC)C(=O)OC2Nc1ncccc1C (centres undefined)	-8	0
CCN(CC)CCN1C(=O)c2oc3ccccc3c(=O)c2C1c1ccc(C)cc1 (centres undefined)	-4	-5
CN(C)CCCOc1ccc(Cl)cc1Br	3	2
O=C(O)CP(=O)(c1ccccc1)c1ccccc1	-2	-1
c1ccc(-n2nnnc2Oc2cccc3cccnc23)cc1	12	1
CCOC(=O)c1nn(-c2ccccc2)c(=O)cc1SC(C)CC (centres undefined)	-17	-8
Cc1oc(C)c(C(=O)NCCCC(=O)O)c1C(=O)NCCCC(=O)O	-13	0
CCCCCc1cc(=O)oc2c(C(CCN3CCCC(C)C3)c3ccc(N(C)C)cc3)c(OC)cc(OC)c12 (centres undefined)	-10	3
OCn1ncn(-c2ccccc2)c1=S	-2	-4
COc1ccc2c(c1)c(=O)cc(C)n2CC(=O)NCc1ccco1	2	10
Cc1cc(C(=O)COC(=O)c2ccccc2O)c(C)n1Cc1cccs1	8	-82
CCOC(=O)c1c(N)sc2c1CCC(C)C2 (centres undefined)	-11	2
Cn1c(N)c(C(=O)COC(=O)C2(c3ccc(F)cc3)CCCC2)c(=O)n(C)c1=O	4	-1
Cc1ccc(-c2nn3c(C)nnc3c3ccccc23)cc1S(=O)(=O)NCc1ccco1	-2	7
CN(c1ccc(C(=O)NCc2ccccc2)cc1)S(C)(=O)=O	1	2
CCOC(=O)C1C(=O)NC(N2CCN(c3ccccc3)CC2)=NC1c1ccccc1 (centres undefined)	2	1
CCN(CC)c1ncnc2c1ncn2Cc1c(Cl)cccc1Cl	0	6
CC(=O)c1cc(F)c(N2CCN(C(=O)COc3ccc(F)cc3)CC2)cc1C	2	-6
CCN1C(=O)C2C(c3cccc(F)c3)NC(C)(C(=O)OC)C2C1=O (centres undefined)	0	-4
COc1ccc(Cl)cc1CN1CCN(c2nc(C)cc(C)c2C#N)CC1	-16	-11
Cc1cccc(NC(=O)CSC(N)=O)c1C	-4	-4
Cn1c2c(c(=O)n(C)c1=O)C(c1cccc([N+](=O)[O-])c1)Nc1ccccc1O2 (centres undefined)	6	-8

Entries of single compounds from above.
Profile of COc1ccc(N2CCN(CCNC(=O)CCN3C(=O)COc4ccccc43)CC2)cc1 → RAD54 branch: 6; esBAF inh: -2
Profile of Cn1nc(C(F)(F)F)c(C#N)c1N1CCN(c2ccc(F)cc2)CC1 → RAD54 branch: -6; esBAF inh: -12

Carrying on.
SMILES	RAD54 branch	esBAF inh
COc1cccc(C2/C(=C(\O)c3ccc(OC)c(OC)c3)C(=O)C(=O)N2c2cc(C)on2)c1 (centres undefined)	2	11
Cc1ccnc2nc(C(=O)NCc3cccs3)nn12	-3	10
COc1ccccc1C(=O)N/C(=C\c1cn(S(=O)(=O)N(C)C)c2ccccc12)C(=O)NCCN1CCOCC1	2	7
O=C(c1cccc(C(F)(F)F)c1)N1CCN(C2CCCCC2)CC1	5	0
O=C(O)CCSCC(=O)c1ccc2c(c1)OCCO2	9	4
O=C(O)C1CC=CCC1C(=O)NCc1ccccc1 (centres undefined)	-3	-3
COc1ccc(OCCSc2nnc(CC(=O)Nc3cccc(Cl)c3Cl)n2C)cc1	4	12
CC1(C)CC(=O)C(C(C2=C(O)CC(C)(C)CC2=O)c2cccnc2)C(=O)C1 (centres undefined)	-2	6
Cc1ccc2c(C)ccc(O)c2n1	-1	-7
CCc1ccccc1NC(=O)/C(=C/c1ccco1)c1ccccc1	-5	-10
Cc1cc(C)n(CC(O)Cn2c(C)c(C)c3ccccc32)n1 (centres undefined)	-26	6
Cc1ccc(N2C(=O)C(Cl)=C(N3CCN(C)CC3)C2=O)c(C)c1	-3	3
COC(=O)CC1COc2ccccc2N1C(=O)c1ccc(C(C)(C)C)cc1 (centres undefined)	0	5
COc1ccc(CNC(=O)C(c2cccs2)N(Cc2ccco2)C(=O)Cc2cccs2)cc1 (centres undefined)	0	-5
O=C1C=C(N2CCN(C(=O)c3ccccc3)CC2)C2(CCCCC2)O1	7	-3
CC(=O)N=c1c(C#N)cc2c(=O)n3ccccc3nc2n1Cc1ccccc1	9	-5
O=C(Cn1c(-c2cscn2)nc2ccccc21)Nc1ccc(Cl)cc1	-4	-6
CCOC(=O)C1CCN(c2c(NCc3ccc(C(=O)NCCC(C)C)cc3)c(=O)c2=O)CC1	-2	-4
Cc1cc(C)cc(N2CCCn3c2nc2c3c(=O)[nH]c(=O)n2C)c1	2	-4
CCOC(=O)Nc1ccc2c(c1)N(C(=O)CN1CCN(C)CC1)c1ccccc1S2	2	-3
CCOC(=O)/C(C#N)=C1/C=CNC(=O)N1	6	-3
CCOc1ccc(C(F)(F)F)cc1NC(C)=O	-3	-7
N#Cc1c(SCc2cccc(Cl)c2)sc(C(=O)c2ccccc2)c1N	-12	-7
COc1cc(C)ccc1OCCCOc1ccccc1Br	-6	52*
O=C(Nc1cccnc1)c1ccc(Br)s1	-6	32

(more compounds)
SMILES	RAD54 branch	esBAF inh
CCOc1cc(CNCCc2ccc(S(N)(=O)=O)cc2)ccc1OCc1ccccc1	-11	11
COc1cccc(C(=O)N2CCN(Cc3ccccn3)CC2)c1OC	7	0
O=C(CNS(=O)(=O)c1ccc(Br)s1)N1CCC(N2CCCCC2)CC1	-3	1
O=C(OCCN=C1NS(=O)(=O)c2ccccc21)C1CC(=O)N(c2ccc(Cl)cc2)C1 (centres undefined)	-5	-4
COc1ccccc1-c1cc(C(F)(F)F)nc(N2CCCCC2)n1	-7	-7
O=C1c2ccccc2C(=O)N1CCc1nc2ccccc2c(=O)n1CCCn1ccnc1	-1	8
CCCCNc1nc(CC)c2c(c1C#N)CCCC2	1	-6
CC(C)Oc1ccc(/C=N/NC(=O)C(CSCc2ccccc2)NC(=O)c2ccc([N+](=O)[O-])cc2)cc1 (centres undefined)	6	2
O=C(CN(Cc1ccc(Cl)c(Cl)c1)S(=O)(=O)c1ccccc1)N/N=C\c1ccc2c(c1)OCO2	-4	1
COc1ccc([C@@H]2C[C@H]3[C@@H](CN2S(=O)(=O)c2ccccc2)C(=O)C[C@@H](c2cccc(Cl)c2)N3S(=O)(=O)c2ccc(C)cc2)cc1	-19	2
Cc1nnc(SCC(=O)c2c(N)n(C)c(=O)n(C)c2=O)[nH]c1=O	1	1
CCCCC(C(=O)NC1CCCC1)N(Cc1ccco1)C(=O)Cn1nnc(-c2ccc(F)cc2)n1 (centres undefined)	-2	1
Cc1cccc(C)c1N=Cc1c(O)n(-c2nccs2)c(=O)c2ccccc12	4	-3
CC(C)Sc1nnc([C@@H]2CCCN2C(=O)OC(C)(C)C)o1	-10	7
CCOC(=O)CSC1=C(C#N)C(c2ccccc2C)C2=C(CCCC2=O)N1 (centres undefined)	-74	5
O=C(O)c1cccc(Nc2ncnc3c2cnn3-c2ccccc2)c1	-6	8
O=C(C1CCN(S(=O)(=O)c2cccc3nsnc23)CC1)N1CCc2ccccc2C1	2	6
CS(=O)(=O)N1CCc2cc(C(=O)N3CCCCC3)ccc21	-3	-1
CCOC(=O)N1CCN(S(=O)(=O)c2ccc3[nH]c(=O)sc3c2)CC1	-7	-7
CCS(=O)(=O)N1CCC(C(=O)NCc2ccco2)CC1	-12	2
COc1ccc(OC)c(NC(=O)C2CCCN(S(=O)(=O)c3c(C)noc3C)C2)c1 (centres undefined)	-5	10
COc1cccc(C2(O)CCN(C(=O)C3CC3)CC2)c1	-1	-3
O=S(c1ccsc1)c1ccsc1	-4	3
O=C(NCCCn1ccnc1)C(Cc1ccc([N+](=O)[O-])cc1)N1C(=O)c2ccccc2C1=O (centres undefined)	1	-18
Cc1cc(=O)n(CC(=O)NC2CC2)c2c1c(C)nn2-c1ccccc1	-7	-8

(next part)
SMILES	RAD54 branch	esBAF inh
Cc1oc2ccc(NS(=O)(=O)c3ccc(C(C)(C)C)cc3)cc2c1C(=O)Nc1ccccc1	3	-33
CCn1c(CSCc2ccc(C)cc2)nnc1SCC(=O)NCc1ccccc1	5	1
O=C(Nc1nccs1)c1ccc(Br)o1	4	24
CCCn1c(SCC(=O)NCCc2ccccc2)nnc1-c1cccnc1	1	-8
CC1(C)CC(=O)CC(C)(C)N1OC(=O)c1ccccn1	1	-1
Cc1ccc(Cc2cnc(NC(=O)c3cccs3)s2)cc1	6	72*
CCOC(=O)C1=C(c2ccccc2)N(C)C(=O)NC1c1ccc(OC(F)F)c(OC)c1 (centres undefined)	0	0
Cc1nc2ncnn2c(C)c1CCC(=O)NC(C)CCc1ccco1 (centres undefined)	1	-7
C[C@H](NC(=O)c1ccccc1Cl)C(=O)OC(C(=O)Nc1cc(C(F)(F)F)ccc1Cl)c1ccccc1 (some centres undefined)	0	-2
O=C(N1CCCCCC1)N1CCN(C(=O)N2CCOCC2)CC1	0	-7
CN(Cc1ccccc1)C(=O)C1CCCN(Cc2ccc(Cl)cc2)C1 (centres undefined)	-5	-10
CCc1ccc(N/C(SCc2ccccc2C)=C(/C#N)C(=O)NCc2ccco2)cc1	-2	1
Cc1[nH]nc2c1C(=O)CC(C)(C)C2	-4	0
CC1CCCN(S(=O)(=O)c2ccc(S(=O)(=O)NC(C)c3cccs3)cc2)C1 (centres undefined)	-1	-6
COC(=O)c1cc(CSc2nc3ccc(C)cc3[nH]2)oc1C	-5	25
COc1cc2ccccc2cc1C(=O)Nc1nc(C)c(C(C)=O)s1	-11	27
Cc1cccc(Cn2c(=O)n(Cc3ccco3)c(=O)c3ccccc32)c1	0	-2
Cc1nc2ccc(NC(=O)N3CCCCC3)cc2nc1C	5	23
COC(=O)C1=C(C)N(CC2CC2)C(=NCCN2CCOCC2)N[C@H]1c1ccccc1	-7	-2
Cc1[nH]c2ccccc2c1SCC(=O)O	-10	-5
O=C(Oc1ccccc1-c1nnco1)c1ccc(Cl)cc1	-3	18
CC(=O)Cn1c(N2CCC(Cc3ccccc3)CC2)nc2c1c(=O)[nH]c(=O)n2C	-5	-2
Cc1cccc(NC(=O)CSc2nnc(-c3ccco3)o2)c1C	-16	-4
CCN(CC)S(=O)(=O)c1cc(C(=O)Nc2cc(C)[nH]n2)ccc1Cl	5	?
O=C(c1ccco1)N1CCN(C(c2ccc(F)cc2)c2nnnn2Cc2cccs2)CC1 (centres undefined)	-6	0
